Screening data deposited in PubChem by National Center for Advancing Translational Sciences (NCATS).
RXFP1 antagonist – RXFP1 (human) relaxin receptor antagonism; AID 1259400; activity change, negative = inhibition, % at 57.5 µM; HEK293-RXFP1, relaxin-stimulated cAMP HTRF, 30 min; active compounds read low; 350,000 compounds, 0.59% hits; Q9HBX9;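 active = activity change of -60% or lower, but not beyond a set lower limit; inconclusive = change between -60% and -40%, or beyond the set limit; inactive = change above -40%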; also: % is scaled to controls: 0 for no effect and ±100 for the full control effect
Target sequence (Q9HBX9 whole entry, looked up): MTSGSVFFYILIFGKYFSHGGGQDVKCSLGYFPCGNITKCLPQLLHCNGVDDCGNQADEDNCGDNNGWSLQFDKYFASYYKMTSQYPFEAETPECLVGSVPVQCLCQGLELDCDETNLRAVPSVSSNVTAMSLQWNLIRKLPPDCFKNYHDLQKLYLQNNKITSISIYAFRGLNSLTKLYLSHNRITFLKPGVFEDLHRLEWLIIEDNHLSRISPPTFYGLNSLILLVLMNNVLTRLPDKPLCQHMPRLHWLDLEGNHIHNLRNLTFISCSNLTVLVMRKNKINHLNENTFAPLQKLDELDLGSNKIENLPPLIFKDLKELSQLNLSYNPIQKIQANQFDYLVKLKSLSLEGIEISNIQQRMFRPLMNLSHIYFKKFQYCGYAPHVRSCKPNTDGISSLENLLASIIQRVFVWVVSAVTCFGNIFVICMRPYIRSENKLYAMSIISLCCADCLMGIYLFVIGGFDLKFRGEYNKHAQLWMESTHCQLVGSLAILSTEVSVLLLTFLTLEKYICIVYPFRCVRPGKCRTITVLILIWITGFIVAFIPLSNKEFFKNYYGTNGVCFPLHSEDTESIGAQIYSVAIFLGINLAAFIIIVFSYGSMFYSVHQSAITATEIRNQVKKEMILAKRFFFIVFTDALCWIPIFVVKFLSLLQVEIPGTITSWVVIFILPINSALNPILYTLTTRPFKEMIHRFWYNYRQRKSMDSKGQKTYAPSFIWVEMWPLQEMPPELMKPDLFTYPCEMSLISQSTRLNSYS
D1 ag – activates the human D1 dopamine receptor; HEK293 T-REx D1 cells, calcium flux, agonist mode; 360,000 compounds, 1% hits; AID 504660; activation, % at 2 µM; P21728; in the data active = activation above about 30%; also: 0% is about no effect
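Tetracycline-induced HEK293 TREx D1 cells, force-coupled to calcium signalling, were dye-loaded with a no-wash calcium kit. Compound was pin-added after a 10 s baseline. Fluorescence was read kinetically at 1 cycle/s for 180 s, with calcium rises flagged as agonism.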
D2 antagonist – antagonists of human D2 dopamine receptor. P14416. HEK293 TREx D2 cells, calcium flux, dopamine EC80. 340,000 compounds, 2% hits. inhibition, % at 10 µM; in the data active = inhibition above about 30%; also: 0% is about no effect
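Read-out: kinetic calcium fluorescence (1 cycle/s) in inducible HEK293 T-REx D2 cells after an EC80 dopamine addition that followed 180 s compound preincubation. Loss of the dopamine response indicates antagonism.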
D1 potentiator – potentiators of human D1 dopamine receptor | P21728 | HEK293 TREx D1 cells, calcium flux, dopamine EC20 potentiation | potentiation, % at 10 µM | 360,000 compounds, 0.036% hits; in the data active = potentiation above about 30%; also: 0% is about no effect
D2 PAM – positively modulates the human D2 dopamine receptor allosterically; P14416; HEK293 T-REx D2, calcium flux, EC20 dopamine potentiation; potentiation, % at 10 µM; 340,000 compounds, 0.34% hits;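 active = potentiation over 3 SD above the plate norm, cut at about 30% in these data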; also: 0% is about no effect
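Using a no-wash calcium dye in inducible, force-coupled HEK293 Trex cells expressing D2, we tracked fluorescence each second for 180 s after compound, then for 180 s after EC20 dopamine to detect augmented signalling.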
D2 agonist – D2 dopamine receptor (human) agonism; P14416; HEK293 T-REx D2 cells, calcium flux agonist mode; activation, % at 2 µM; 340,000 compounds, 0.53% hits; AID 485358;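 active = activation over 3 SD above normal in the single-dose calcium agonist read, cut at about 30% in these data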; also: 0% is about no effect
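Tetracycline-induced HEK293 Trex cells with D2 receptor force-coupled to calcium signaling, plated overnight at 30 C and loaded with no-wash calcium dye. Calcium flux read kinetically for 180 s after compound addition; responses flag agonists.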
D1 antagonist – blocks dopamine activation of the human D1 receptor. HEK293 TREx D1 cells, calcium flux, dopamine EC80; active compounds read low. P21728. 360,000 compounds, 3.2% hits. activity change, negative = inhibition, % at 10 µM; in the data active = activity change below about -30%; also: % is scaled to controls: 0 for no effect and ±100 for the full control effect
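Tetracycline-induced HEK293 T-REx cells with force-coupled D1 receptor were loaded with a no-wash calcium dye. Compound was added after a 10 s baseline and read kinetically for 180 s; EC80 dopamine was then added and calcium flux followed another 180 s.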
RXFP1 ag – RXFP1 (human) receptor agonism | HEK293T-RXFP1 cAMP TR-FRET, 30 min; response scale: percent of porcine relaxin response, buffer zero | Potency, µM (titrated, usually from 57.5 µM), inactives show at the top dose activation, most hits filed as activators | 370,000 compounds, 0.3% hits | AID 2676; active = well fitted activation curve with a large enough effect; inconclusive = small, poorly fitted or top-dose-only effect; also: potency is read from the fitted curve at half-maximal effect; % is scaled to controls: 0 for no effect and ±100 for the full control effect; nearly all actives have a fitted effect of over 60% in size; many of its hits are not listed in these tables
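cAMP rise read by TR-FRET after 30 min, 37C compound exposure (up to 58 uM) in RXFP1-transfected HEK293 cells with Ro 20174 present. EC50 from Hill-equation fits, with 29 nM porcine relaxin as 100% and buffer as basal.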
TRHR PAM – TRH receptor (human) allosteric enhancement. P34981. TRHR cells, fluo-8 calcium fluorescence, EC20 TRH enhancement. enhancement, % at 2 µM. 360,000 compounds, 0.66% hits. AID 493056; in the data active = enhancement above about 30%; also: 0% is about no effect
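TRHR-expressing cells loaded with fluo-8 calcium dye were read kinetically (ex 480/em 530) during compound addition, then stimulated with an EC20 of TRH (10 nM final). Enhancement of the Gq-mediated intracellular calcium response was scored.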
The depositor's hits bear a star. Some of the compounds tested; the hit share may differ from the screen's.

Cc1ccc(/C=N\NC(=O)CNC(=O)C23CC4CC(CC(C4)C2)C3)o1 was read as RXFP1 antagonist -1.4, D1 ag 0.9, D2 antagonist -7.1, D1 potentiator -1.9, D2 PAM 0.1, D2 agonist -0.2, D1 antagonist 8.8, RXFP1 ag -2.3% and TRHR PAM 8.3.
CC1(c2ccc(Cl)cc2Cl)NC(=O)N(CC(=O)Nc2ccc3[nH]c(=O)[nH]c3c2)C1=O (stereo not drawn) was read as RXFP1 antagonist 9.1, D1 ag 0.3, D2 antagonist 17.1, D1 potentiator -2.0, D2 PAM 9.3, D2 agonist 0.6, D1 antagonist -12.9, RXFP1 ag -1.7% and TRHR PAM 2.7.
Screening CCOCCCNC(=O)Cn1nc(-c2ccccc2)ccc1=O returned D1 ag -1.7, D2 antagonist -2.5, D1 potentiator -1.1, D2 PAM 2.8, D2 agonist 0.4, D1 antagonist 22.7, RXFP1 ag 4.3% and TRHR PAM 0.9.
For Cc1cccc(N(Cc2cc3ccccc3[nH]c2=O)C(=O)c2cccc(Cl)c2)c1 the results were RXFP1 antagonist -4.1, D1 ag 0.3, D1 potentiator 3.5, D2 PAM -3.6, D2 agonist -0.7, D1 antagonist 23.1, RXFP1 ag inconclusive and TRHR PAM -5.9.
COc1ccccc1OCCNC(=O)CSC(=S)N1CCCC1 was read as RXFP1 antagonist -2.9, D1 ag 1.2, D2 antagonist -14.6, D1 potentiator -3.9, D2 PAM 1.3, D2 agonist 0.2, D1 antagonist 9.4, RXFP1 ag 0.1% and TRHR PAM 3.5.
Screening O=C(CSc1ccccc1F)OCC(=O)N1CCN(C(=O)c2ccco2)CC1 returned RXFP1 antagonist 16.0, D1 ag -0.3, D2 antagonist -10.2, D1 potentiator 3.4, D2 PAM 11.5, D2 agonist 0.1, D1 antagonist -5.3, RXFP1 ag 0.2% and TRHR PAM 4.0.
Screening CCOc1ccc(NC(=O)CSc2nnc(C)n2CCCOC)cc1 returned RXFP1 antagonist -5.0, D1 ag 1.2, D2 antagonist 4.5, D1 potentiator -2.0, D2 PAM -4.1, D2 agonist 0.4, D1 antagonist 11.7, RXFP1 ag 0.9% and TRHR PAM 2.1.
For COc1ccc(N(Cc2cc3cc(OC)ccc3[nH]c2=O)C(=O)c2cccnc2)cc1 the results were RXFP1 antagonist -7.5, D1 ag 3.4, D2 antagonist 15.2, D1 potentiator -3.8, D2 PAM 1.1, D2 agonist 0.0, D1 antagonist 2.0, RXFP1 ag 3.0% and TRHR PAM -1.9.
`Cc1ccc(OCC(=O)Nc2ccc3c(c2)OCO3)c(C)c1` gave RXFP1 antagonist -35.0, D1 ag 8.3, D2 antagonist 4.0, D1 potentiator 2.2, D2 PAM -0.1, D2 agonist 0.3, D1 antagonist -11.3, RXFP1 ag 2.0% and TRHR PAM 5.1.
`COc1ccc2ccccc2c1CNCc1ccccn1` gave RXFP1 antagonist 14.8, D1 ag 1.6, D2 antagonist -11.1, D1 potentiator -0.6, D2 PAM -1.8, D2 agonist 0.2, D1 antagonist -0.9, RXFP1 ag 0.6% and TRHR PAM 9.2.
`O=C(CSc1nnc(-c2ccccc2)o1)Nn1cnnc1` gave RXFP1 antagonist -6.3, D1 ag 1.7, D2 antagonist -9.3, D1 potentiator -4.3, D2 PAM -8.6, D2 agonist 0.7, D1 antagonist 10.3, RXFP1 ag -0.5% and TRHR PAM 0.3.
For CC(=O)Nc1ccc(S(=O)(=O)N2CCC(NC(=O)C(Cc3ccccc3F)NC(C)=O)CC2)cc1 (stereo not drawn) the results were RXFP1 antagonist -8.1, D1 ag 1.1, D2 antagonist 4.3, D1 potentiator 2.0, D2 PAM 3.2, D2 agonist 1.4, D1 antagonist 11.3, RXFP1 ag -1.3% and TRHR PAM 2.3.
Screening CCOC(=O)Cn1nc(Cc2ccccc2)c2ccccc2c1=O returned RXFP1 antagonist -2.5, D1 ag 0.1, D2 antagonist 13.0, D1 potentiator 3.6, D2 PAM 42.7*, D2 agonist 0.4, D1 antagonist 4.8, RXFP1 ag -1.4% and TRHR PAM 2.8.
`Nc1c(Cl)ncnc1N/N=C/c1ccc2ccccc2n1` gave RXFP1 antagonist -0.7, D1 ag 3.8, D2 antagonist -6.6, D1 potentiator -2.5, D2 PAM 6.6, D2 agonist -0.1, D1 antagonist 7.6, RXFP1 ag 0.6% and TRHR PAM -3.2.
Screening Cc1ccc(-n2c3c(cc(-c4nc(-c5ccc(Cl)cc5)cs4)c2=O)C(=O)CC(C)(C)C3)cc1C returned RXFP1 antagonist 6.2, D1 ag 4.0, D1 potentiator 0.1, D2 PAM 11.2, D2 agonist 0.3, D1 antagonist 0.8, RXFP1 ag -0.1% and TRHR PAM 7.2.
Screening CC1Sc2ccc(C(=O)OCc3ccccc3Cl)cc2NC1=O (stereo not drawn) returned RXFP1 antagonist inconclusive, D1 ag 10.4, D2 antagonist -10.0, D1 potentiator -0.2, D2 PAM 0.6, D2 agonist 1.2, D1 antagonist 20.7, RXFP1 ag -0.9% and TRHR PAM 4.9.
CCc1nc2sc3ccccc3c(=O)c2c(=O)n1Cc1ccc(OC)cc1 was read as RXFP1 antagonist -30.3, D1 ag 2.8, D2 antagonist -6.5, D1 potentiator -3.1, D2 PAM 2.9, D2 agonist 0.1, D1 antagonist 0.7, RXFP1 ag 2.3% and TRHR PAM -4.8.
Screening Cc1ccccc1NC(=O)C1=CC=CN2CCS(=O)(=O)N=C12 returned RXFP1 antagonist 16.0, D1 ag 3.5, D2 antagonist 13.0, D1 potentiator 2.2, D2 PAM 3.7, D2 agonist 0.4, D1 antagonist 2.9, RXFP1 ag 1.5% and TRHR PAM 0.0.
`Cc1ccc(S(=O)(=O)C(C#N)c2nc3ccccc3nc2N2CCCC2)cc1` (stereo not drawn) gave D1 ag 19.4, D1 potentiator -0.6, D1 antagonist -1.6, RXFP1 ag 0.3% and TRHR PAM -0.8.
`CCOc1cc(/C=N\NC(=O)CN2CCOCC2)ccc1OCc1ccc(F)cc1` gave RXFP1 antagonist 0.7, D1 ag 2.5, D2 antagonist -12.0, D1 potentiator -3.0, D2 PAM 12.3, D2 agonist -0.3, D1 antagonist 4.0, RXFP1 ag 0.4% and TRHR PAM 5.9.
Screening CC(=O)Nc1ccc(NC(=O)CCn2cnnn2)cc1 returned RXFP1 antagonist -9.0, D1 ag 2.5, D2 antagonist -23.4, D1 potentiator -3.6, D2 PAM 0.8, D2 agonist 1.3, D1 antagonist -2.8, RXFP1 ag 0.4% and TRHR PAM 3.3.
NS(=O)(=O)c1ccc(NC(=O)CSc2nnc(C3CC3)n2C2CC2)cc1 was read as RXFP1 antagonist 4.7, D1 ag 2.5, D2 antagonist -5.0, D1 potentiator -7.1, D2 PAM 6.5, D2 agonist 0.7, D1 antagonist 10.3, RXFP1 ag 2.1% and TRHR PAM -2.6.
For COc1ccc(/C=C/C(=O)NCCCN2CCOCC2)cc1 the results were RXFP1 antagonist 17.9, D1 ag 1.0, D2 antagonist -5.6, D1 potentiator 7.0, D2 PAM -16.1, D2 agonist 1.2, D1 antagonist -0.6, RXFP1 ag -2.5% and TRHR PAM -2.6.
For O=C(NCCc1ccc(Cl)cc1)c1cccnc1 the results were RXFP1 antagonist -2.4, D1 ag 1.4, D2 antagonist -21.2, D1 potentiator -4.0, D2 PAM 11.6, D2 agonist 0.8, D1 antagonist -8.6, RXFP1 ag -1.1% and TRHR PAM 19.1.
For C=CCNc1nc2c(c(=O)n(C)c(=O)n2C)n1Cc1ccc(F)cc1 the results were D1 ag 4.9, D2 antagonist -18.5, D1 potentiator -5.8, D2 PAM 3.8, D2 agonist -0.3, D1 antagonist 1.9, RXFP1 ag 1.4% and TRHR PAM -5.1.
For CN1C(=O)CC(c2ccco2)Sc2ccccc21 (stereo not drawn) the results were RXFP1 antagonist 11.7, D1 ag 1.7, D2 antagonist -7.6, D1 potentiator -4.8, D2 PAM -2.2, D2 agonist 0.0, D1 antagonist -20.3, RXFP1 ag 3.8% and TRHR PAM 35.0*.

Structures above containing a Cl atom, in the order listed:
CC1(c2ccc(Cl)cc2Cl)NC(=O)N(CC(=O)Nc2ccc3[nH]c(=O)[nH]c3c2)C1=O (stereo not drawn) was read as RXFP1 antagonist 9.1, D1 ag 0.3, D2 antagonist 17.1, D1 potentiator -2.0, D2 PAM 9.3, D2 agonist 0.6, D1 antagonist -12.9, RXFP1 ag -1.7% and TRHR PAM 2.7.
For Cc1cccc(N(Cc2cc3ccccc3[nH]c2=O)C(=O)c2cccc(Cl)c2)c1 the results were RXFP1 antagonist -4.1, D1 ag 0.3, D1 potentiator 3.5, D2 PAM -3.6, D2 agonist -0.7, D1 antagonist 23.1, RXFP1 ag inconclusive and TRHR PAM -5.9.
`Nc1c(Cl)ncnc1N/N=C/c1ccc2ccccc2n1` gave RXFP1 antagonist -0.7, D1 ag 3.8, D2 antagonist -6.6, D1 potentiator -2.5, D2 PAM 6.6, D2 agonist -0.1, D1 antagonist 7.6, RXFP1 ag 0.6% and TRHR PAM -3.2.
Screening Cc1ccc(-n2c3c(cc(-c4nc(-c5ccc(Cl)cc5)cs4)c2=O)C(=O)CC(C)(C)C3)cc1C returned RXFP1 antagonist 6.2, D1 ag 4.0, D1 potentiator 0.1, D2 PAM 11.2, D2 agonist 0.3, D1 antagonist 0.8, RXFP1 ag -0.1% and TRHR PAM 7.2.
Screening CC1Sc2ccc(C(=O)OCc3ccccc3Cl)cc2NC1=O (stereo not drawn) returned RXFP1 antagonist inconclusive, D1 ag 10.4, D2 antagonist -10.0, D1 potentiator -0.2, D2 PAM 0.6, D2 agonist 1.2, D1 antagonist 20.7, RXFP1 ag -0.9% and TRHR PAM 4.9.
For O=C(NCCc1ccc(Cl)cc1)c1cccnc1 the results were RXFP1 antagonist -2.4, D1 ag 1.4, D2 antagonist -21.2, D1 potentiator -4.0, D2 PAM 11.6, D2 agonist 0.8, D1 antagonist -8.6, RXFP1 ag -1.1% and TRHR PAM 19.1.
